GalR3 antagonist: human GalR3 antagonism; inhibition, % at 3 µM; 360,000 tested, 0.44% active; O60755; HEK293 GalR3-CNG cAMP membrane potential fluorescence; galR3 body fused to GalR1 C-terminus;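 active means inhibition above the screen-wide average plus 3 SD, cut at about 13% in these data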;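 further: forskolin and galanin both at EC90 stimulate the cells; cAMP rise reported by CNG channel membrane potential dye signal; 0% = forskolin plus galanin with DMSO and 100% = forskolin alone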
Target sequence (O60755 1-299 limits assumed): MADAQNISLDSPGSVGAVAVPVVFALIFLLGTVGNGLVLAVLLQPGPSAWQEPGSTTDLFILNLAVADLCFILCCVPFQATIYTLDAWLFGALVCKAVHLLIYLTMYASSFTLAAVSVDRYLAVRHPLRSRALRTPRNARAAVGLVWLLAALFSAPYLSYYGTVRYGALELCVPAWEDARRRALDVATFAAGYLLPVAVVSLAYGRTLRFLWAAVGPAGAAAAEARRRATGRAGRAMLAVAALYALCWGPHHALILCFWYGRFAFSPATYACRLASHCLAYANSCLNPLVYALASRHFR
NS3 helicase inh: inhibitors of Hepatitis C virus NS3 helicase | NS3 helicase DNA unwinding, Cy5 molecular beacon fluorescence | inhibition, % at 10.9 µM | AID 1800 | 290,000 tested, 0.56% active;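 active means inhibition above the mean of all tested compounds plus 3 SD, set per campaign, cut at about 35% in these data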;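 further: 0% = DMSO wells and 100% = thioflavine S control wells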
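Test system: hepatitis C virus NS3 helicase domain fragment enzyme. Also added: annealed dual-labelled DNA beacon duplex, ATP-started. Timing: 60 min unwinding reaction at 25 °C after ATP addition. Technique: Cy5 fluorescence. Measure: % inhibition of unwinding.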
IDE cell activ: activators of human insulin-degrading enzyme in cells; HEK cells, FAbeta-B cleavage, fluorescence polarization; 0% vehicle, 100% cell-free pure enzyme wells; activation, % at 5.96 µM; 340,000 tested, 0.073% active; AID 493087;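 active means activation above the mean of all tested compounds plus 3 SD, set per screening campaign, cut at about 17% in these data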
SUMO HTRF inh: blocks human SUMOylation mediated by UBC9; P63279; inhibition, % at 35 µM; HTRF SUMOylation assay, SAE1/SAE2 + UBC9, in vitro; 290,000 tested, 0.36% active; AID 2006; in the data active means inhibition above about 50%, passing the limit was not always enough; further: strong numbers were not always called active
Target sequence (P63279 whole entry, looked up): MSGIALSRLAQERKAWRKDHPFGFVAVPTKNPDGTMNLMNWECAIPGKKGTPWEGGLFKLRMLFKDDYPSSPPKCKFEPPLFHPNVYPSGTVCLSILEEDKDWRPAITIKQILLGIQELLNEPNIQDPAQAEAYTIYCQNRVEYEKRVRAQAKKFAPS
IDE inh: cellular human IDE inhibition. 320,000 tested, 0.41% active. AID 434962. HEK cells, FAbetaB cleavage, fluorescence polarization. P14735. inhibition, % at 5.59 µM;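 active means percent inhibition above the average of all tested compounds plus 3 SD, set per screening campaign, cut at about 16% in these data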;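 further: IDE supplied by intact live HEK cells; FP after avidin binding of uncleaved biotin substrate so inhibition keeps polarization high; 0% = DMSO wells and 100% = 60 µM reference IDE inhibitor Ii1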
IMP-1 inhibitor: inhibitors of Pseudomonas aeruginosa IMP-1 metallo-beta-lactamase; purified IMP-1, nitrocefin hydrolysis, epi-absorbance fluorescence; inhibition, % at 5.6 µM; AID 1556; 290,000 tested, 0.45% active;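 active means inhibition above the mean plus 3 SD of all compounds in the same screening run, cut at about 4.5% in these data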;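 further: 0% = IMP-1 with DMSO and 100% = DMSO wells lacking enzyme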
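Assay system: purified recombinant IMP-1 beta-lactamase. Input: IMP-1 0.2 nM before substrate addition. Buffer or medium: Zinc- and detergent-supplemented HEPES buffer, pH 7.1. Schedule: 25 °C, 15 min preincubation, 25 min reaction. Signal: Epi-absorbance fluorescence, 480 nm excitation, 530 nm emission. Evaluation: percent inhibition from optical density relative to buffer-blank wells.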
CRFBP-R2 block: CRF-BP/CRF-R2 complex antagonism; inhibition, % at 11.8 µM; HEK293 CRF-R2/CRF-BP, CRF-induced calcium fluorescence; AID 588475; 350,000 tested, 0.59% active;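 active means inhibition of the ligand-induced calcium signal above about 50% at the single tested concentration, limit read from the data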
VIM-2 inh: blocks Pseudomonas aeruginosa VIM-2 metallo-beta-lactamase; purified VIM-2, nitrocefin hydrolysis, epi-absorbance fluorescence; inhibition, % at 5.6 µM; 290,000 tested, 0.89% active;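 active means inhibition above the mean of all tested compounds plus 3 SD, cutoff set per screening run, cut at about 7.5% in these data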;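 further: red hydrolysis product quenches plate fluorescence so inhibitors raise well fluorescence; 0% = enzyme with DMSO and 100% = DMSO without enzyme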
pCIP destab: p/CIP protein destabilization; 290,000 tested, 0.01% active; decrease of EGFP signal, % at 10 µM; F442A p/CIP-EGFP cells, EGFP fluorescence, 16 h;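 active means EGFP signal decrease of at least 30% at 10 µM or well 3 SD below plate mean, unless failing retest; inactive means the rest, including hits failing retest or dose response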; further: some compounds called inactive have numbers as strong as hits; many of its hits are not listed in these tables
* marks the source's active call; other numbers are inactive results; . = no result given; & = joins results of further samples.

Order of values: GalR3 antagonist	VIM-2 inh	SUMO HTRF inh	CRFBP-R2 block	pCIP destab	IMP-1 inhibitor	IDE cell activ	IDE inh	NS3 helicase inh
- CCOC(=O)CSc1nc2nc(C)cc(C)n2n1
  1.7	2.5	5.6	-2.0	3.6	-2.1	4.0	2.9	-0.8
- CN(C)S(=O)(=O)c1ccc(NC(=O)CN2CCCc3ccccc32)cc1
  1.1	-0.5	-3.6	-22.8	-6.1	-1.6	2.0	0.3	-22.6
- CCN(CC)c1ccc(C2C(C(=O)OCCOC(C)C)=C(C)NC3=C2C(=O)CCC3)cc1 (stereo not given)
  -3.9	0.4	-8.1	5.8	-2.1	0.1	-1.1	-0.3	2.8
- CC(C)n1c(S(=O)(=O)O)nc2ccccc21
  .	-0.5	-2.1	2.2	-18.7	-0.9	0.9	-0.8	0.4
- CS(=O)(=O)NCc1nnc(SCC(=O)NC2CCCCC2)n1-c1ccc(F)cc1
  4.8	-1.6	9.4	-33.7	-0.9	-1.0	-0.5	-1.9	-0.8
- Cc1cccc(OC2CCN(Cc3c(C(=O)N4CCCC4)nc4ccccn34)CC2)c1
  -2.9	-0.5	25.9	20.5	-15.6	-3.1	2.1	-3.9	-4.2
- O=C(Nc1nc2c(F)cc(F)cc2s1)C1COc2ccccc2O1 (stereo not given)
  -6.4	-3.4	-6.1	-0.3	-10.6	-2.2	-2.2	-6.5	8.8
- Nc1nnc(SCC(=O)N2CCc3ccccc3C2)s1
  -7.3	-1.0	13.4	19.5	-6.4	-1.5	3.2	0.4	2.9
- O=C(Nc1cccc(-c2nn[nH]n2)c1)c1ccc(Br)s1
  -0.9	-1.4	14.5	6.5	-3.2	-2.2	3.7	5.6	-3.8
- CCCCCC(=O)Nc1ccccc1N1CCN(c2ccccc2)CC1
  -4.6	0.6	-26.2	-19.5	6.6	0.2	-1.7	5.7	9.6

Next entries.
Order of values: GalR3 antagonist	VIM-2 inh	SUMO HTRF inh	CRFBP-R2 block	pCIP destab	IMP-1 inhibitor	IDE cell activ	IDE inh	NS3 helicase inh
- CCCC(C(=O)NCc1ccco1)N(C(=O)CNS(=O)(=O)c1ccccc1)C1CCCC1 (stereo not given)
  6.3	0.2	1.4	0.6	-3.6	0.1	1.7	9.4	-2.6
- CN(C)C(=O)COc1ccc(S(=O)(=O)c2ccc(OCC(=O)N(C)C)cc2)cc1
  -11.4	-0.7	-0.6	1.4	-5.3	-2.2	-0.3	-1.4	-7.8
- CCS(=O)(=O)c1nc(S(=O)(=O)c2ccc(Cl)cc2)c(NCCCN2CCCC2=O)s1
  -8.3	-0.7	6.6	9.2	-7.0	-0.8	2.6	-4.6	-0.9
- Cc1ccc(C)c(NC(=O)CSc2nnc(-c3ccccc3C)o2)c1
  -2.9	-2.6	-2.0	-13.5	-9.5	-0.1	2.7	4.8	-0.7
- COCCCN1C(=O)C(=O)/C(=C(/O)c2ccc(OC)cc2)C12C(=O)N(C)c1ccccc12 (stereo not given)
  -0.7	-3.2	3.0	3.2	1.2	-2.8	1.6	7.0	28.7
- COc1ccccc1COCC(O)CN1CCCCC1CO (stereo not given)
  -5.3	-0.8	15.1	18.6	-6.6	0.3	4.2	2.0	-5.8
- O=C(CCCC(=O)N1CCN(c2ccc([N+](=O)[O-])cc2)CC1)c1ccccc1
  -5.7	0.0	9.3	45.8	-0.6	-0.3	-2.0	6.7	-8.0
- CCOc1ccc(S(=O)(=O)N2CCN(C)CC2)c(C)c1C
  -0.8	0.7	21.6	-5.0	-18.9	-3.7	3.5	0.8	2.8
- O=C(Nn1cnc2ccccc2c1=O)c1ccccc1Cl
  -4.4	-3.6	16.9	12.1	-13.5	0.1	-1.7	-2.1	10.9
- CCOc1cccc(/C=N/Nc2nc(N3CCCC3)nc(N3CCCC3)n2)c1O
  -5.3	-5.7	22.2	23.9	-4.3	-4.4	7.8	1.9	-4.5

Nine structures out of the list, arranged by molecular weight, falling.
Order of values: GalR3 antagonist	VIM-2 inh	SUMO HTRF inh	CRFBP-R2 block	pCIP destab	IMP-1 inhibitor	IDE cell activ	IDE inh	NS3 helicase inh
- CCS(=O)(=O)c1nc(S(=O)(=O)c2ccc(Cl)cc2)c(NCCCN2CCCC2=O)s1
  -8.3	-0.7	6.6	9.2	-7.0	-0.8	2.6	-4.6	-0.9
- CCCC(C(=O)NCc1ccco1)N(C(=O)CNS(=O)(=O)c1ccccc1)C1CCCC1 (stereo not given)
  6.3	0.2	1.4	0.6	-3.6	0.1	1.7	9.4	-2.6
- COCCCN1C(=O)C(=O)/C(=C(/O)c2ccc(OC)cc2)C12C(=O)N(C)c1ccccc12 (stereo not given)
  -0.7	-3.2	3.0	3.2	1.2	-2.8	1.6	7.0	28.7
- CN(C)C(=O)COc1ccc(S(=O)(=O)c2ccc(OCC(=O)N(C)C)cc2)cc1
  -11.4	-0.7	-0.6	1.4	-5.3	-2.2	-0.3	-1.4	-7.8
- CCOc1cccc(/C=N/Nc2nc(N3CCCC3)nc(N3CCCC3)n2)c1O
  -5.3	-5.7	22.2	23.9	-4.3	-4.4	7.8	1.9	-4.5
- O=C(CCCC(=O)N1CCN(c2ccc([N+](=O)[O-])cc2)CC1)c1ccccc1
  -5.7	0.0	9.3	45.8	-0.6	-0.3	-2.0	6.7	-8.0
- Cc1ccc(C)c(NC(=O)CSc2nnc(-c3ccccc3C)o2)c1
  -2.9	-2.6	-2.0	-13.5	-9.5	-0.1	2.7	4.8	-0.7
- CCCCCC(=O)Nc1ccccc1N1CCN(c2ccccc2)CC1
  -4.6	0.6	-26.2	-19.5	6.6	0.2	-1.7	5.7	9.6
- O=C(Nc1cccc(-c2nn[nH]n2)c1)c1ccc(Br)s1
  -0.9	-1.4	14.5	6.5	-3.2	-2.2	3.7	5.6	-3.8

The listing continues:
Order of values: GalR3 antagonist	VIM-2 inh	SUMO HTRF inh	CRFBP-R2 block	pCIP destab	IMP-1 inhibitor	IDE cell activ	IDE inh	NS3 helicase inh
- Cc1cc(C(=O)N/N=C/c2ccc([N+](=O)[O-])cc2)c(C)o1
  -1.3	0.5	3.5	6.9	-7.9	-1.9	1.9	1.1	13.8
- S=C(Nc1ccc(Br)cc1Cl)NN1CCOCC1
  -1.0	-2.9	-2.6	17.2	-1.1	-1.8	3.2	2.6	5.8
- O=C(CSc1nnc(Nc2ccccc2F)s1)NC1CCCC1
  -7.7	.	.	3.8	.	.	4.8	-6.6	.
- CCC1CCCCN1CCCNC(=O)Cn1ncc2c(C)n(Cc3ccccc3Cl)c(C)c2c1=O (stereo not given)
  1.8	-0.5	-0.9	-3.3	-13.2	-3.7	2.4	-1.6	-25.2
- CC(Oc1ccccc1Cl)C(=O)Nc1ccc(S(=O)(=O)N2CCCC2)cc1 (stereo not given)
  -2.3	.	.	-12.5	.	.	-3.0	5.7	.
- CN(c1ccc(OCC(=O)N2CCOCC2)cc1)S(=O)(=O)c1ccc(F)cc1
  -3.2	-0.8	4.1	-5.6	-6.9	0.8	4.7	0.6	-3.4
- CC(C)[C@H](NC(=O)N1c2ccccc2NC(=O)[C@@H]1C(C)C)C(=O)N[C@H](Cc1ccccc1)C(=O)O
  7.5	-2.9	6.5	-2.7	-3.0	-5.0	6.4	-1.2	11.2
- COc1ccccc1NC(=O)C(C)OC(=O)c1cccc(-n2cnnn2)c1 (stereo not given)
  0.5	.	.	-2.6	.	.	3.9	-3.6	.
- COc1cc([C@@H]2[C@H]3CN(C)CC=C3C(C#N)=C(N)C2(C#N)C#N)cc2c1OCO2
  -2.5	0.8	9.2	-5.7&-10.2	-22.6	-1.4	4.6&-3.7	5.7	8.7
- Cc1onc(-c2c(F)cccc2Cl)c1C(=O)O/N=C(\N)c1ccc([N+](=O)[O-])o1
  -7.5	-2.5	9.4	2.0	-9.7	-3.0	3.8	0.2	0.7

Additional structures
Order of values: GalR3 antagonist	VIM-2 inh	SUMO HTRF inh	CRFBP-R2 block	pCIP destab	IMP-1 inhibitor	IDE cell activ	IDE inh	NS3 helicase inh
- COc1ccc(Oc2cn[nH]c2-c2ccc(OCC(=O)NN)cc2O)cc1
  -7.4	-2.9	11.0	-34.6	-2.0	-4.2	-4.4	7.3	13.1
- CCN(C[C@H]1N[C@@](C)(C(=O)OC)[C@H]2C(=O)N(C)C(=O)[C@@H]12)S(=O)(=O)c1ccc(OC(F)(F)F)cc1
  -6.9	.	.	-3.0	.	.	2.8	-5.5	.
- CCN(CC)c1ccc(/C=N/NC(=O)CNC(=O)/C=C/c2ccco2)cc1
  -0.5	0.6	-8.4	2.5	-9.4	-0.9	0.1	-0.4	4.2
- O=c1[nH]c(-c2ccco2)nc2sc3c(c12)CCCC3
  -7.5	0.6	9.8	-26.6	-7.3	0.3	1.3	-1.5	5.5
- O=C(C1CC1)N(CCc1ccccc1)Cc1nc2ccccc2c(=O)[nH]1
  0.1	-5.0	-0.2	-5.6	-1.7	-3.9	-0.6	-2.2	4.5
- CCC(=O)Nc1cccc(-c2nnc(SCC(=O)NCc3ccco3)n2C)c1
  -4.3	-1.0	-5.1	3.2	4.2	-0.3	2.3	3.0	-8.7
- O=C(NCCS(=O)(=O)N1CCCCC1)c1ccc2c(c1)OCO2
  -1.6	.	.	-1.0	.	.	3.6	1.3	.
- Cc1ccc(CCNC(=O)C(C)n2nc(C)c3c(C)n(-c4ccccc4)nc3c2=O)cc1 (stereo not given)
  0.2	-0.6	8.2	5.7	-6.7	-1.5	-6.0	-1.6	0.6
- CC1CC(C)CN(CCCNC(=O)C2CCN(c3nnc(-n4cccc4)s3)CC2)C1 (stereo not given)
  -8.3	4.8	-6.6	-10.4	-29.5	0.8	1.3	-3.1	-37.6
- CN(CC(=O)NCCc1ccc(S(N)(=O)=O)cc1)S(=O)(=O)c1ccc(Br)s1
  -6.6	-0.8	13.8	-3.1	5.6	-2.5	-0.4	0.2	2.3

Next section
Order of values: GalR3 antagonist	VIM-2 inh	SUMO HTRF inh	CRFBP-R2 block	pCIP destab	IMP-1 inhibitor	IDE cell activ	IDE inh	NS3 helicase inh
- CC1=C(C#N)C(c2ccc(O)cc2)C2=C(CC(C)(C)CC2=O)N1 (stereo not given)
  -14.8	-2.5	1.6	0.8	0.4	-4.5	1.3	0.2	0.1
- O=C(NC(=S)Nc1ccccc1O)c1cncc(Br)c1
  -4.2	.	.	-29.9	.	.	2.8	-4.9	.
- CC(=O)Nc1c2c(nn1-c1ccc(Cl)cc1)CSC2
  2.9	-2.1	3.0	6.0	-14.5	-2.1	5.5	3.4	-0.3
- O=C(NCc1cccc(C(F)(F)F)c1)C1CC(c2ccccc2[N+](=O)[O-])=NO1 (stereo not given)
  -3.7	-2.9	23.9	9.4	-1.4	-0.1	-1.4	-2.8	0.2
- COC(=O)Nc1ccc(Oc2ccccc2)cc1
  3.0	0.4	-21.0	25.1	7.9	-1.2	1.7	1.1	-11.0
- S=C1NC[C@H](Cc2ccccc2)N1CCCCC1CCCCC1
  -6.2	-2.7	-15.7	-4.9	-4.3	-2.2	6.3	2.0	-18.5
